# HEK293 tox: cytotoxic in the GLP-1 receptor inverse agonist counter-screen; Potency, µM (titrated, usually from 38.3 µM), for inactives: at the top dose activity change, negative = inhibition, most hits filed as inhibitors; hit rate 0.13% among 410,000; HEK293 cAMP-luciferase reporter cells, luminescence, 24 h;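 also: loss of luciferase light is scored as toxicity; potency is read from the fitted curve at half-maximal effect; % is scaled to controls: 0 for no effect and ±100 for the full control effect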
#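 A 23 nL compound transfer followed 12 hours of cell culture at 37 deg C; exposure then lasted 24 hr. Luciferase assay detection reagent was dispensed and plates read for luminescence after a 12 min room-temperature wait.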
# HT1080-NT tox: kills 2HG-producing HT-1080-NT fibrosarcoma cells. AID 686970. Potency, µM (series often up to 46.1 µM), for inactives: top-dose activity, negative = less viability, most hits filed as cytotoxic. HT-1080-NT fibrosarcoma viability, CellTiter-Glo ATP luminescence, 48 h. hit rate 1.6% among 360,000;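 also: NT is the 2HG producing partner of a matched IDH1 knockdown line; potency is read from the fitted curve at half-maximal effect; 0% = DMSO-treated cells and -100% = media-only wells without cells; nearly all actives have a fitted effect of over 55% in size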
#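 A 48-hour cytotoxicity screen used HT-1080-NT cells plated 2 hours before compound delivery. ATP-based CellTiter-Glo luminescence measured viability, normalized to DMSO and no-cell controls.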
# KB-3-1 cytotox: kills parental KB-3-1 adenocarcinoma cells. AID 1347075. hit rate 1.4% among 400,000. KB-3-1 viability, CellTiter-Glo ATP luminescence, 72 h. Potency, µM (doses to about 46.1 µM), for the others: top-dose activity change, negative = cytotoxic, usual class: cytotoxic; also: potency is read from the fitted curve at half-maximal effect; % is scaled to controls: 0 for no effect and ±100 for the full control effect; nearly all actives have a fitted effect of over 60% in size
#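 Here the drug-naive KB-3-1 line serves as comparator for MDR sub-line selectivity; cells received compound titrations, 72 h at 37 °C, then CellTiter-Glo readout.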
# KB-V1 cytotox: KB-V1 MDR subline cytotoxicity. KB-V1 MDR cells viability, CellTiter-Glo, 72 h. Potency, µM (top dose mostly 46.1 µM), without a hit: top-dose activity change, negative = cytotoxicity, hits mostly cytotoxic. hit rate 3.4% among 400,000. AID 1347076; also: potency is read from the fitted curve at half-maximal effect; % is scaled to controls: 0 for no effect and ±100 for the full control effect; nearly all actives have a fitted effect of over 60% in size
#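 Cells of the MDR subline KB-V1 are plated, dosed with compound at multiple concentrations, and incubated 72 h at 37 degrees C; CellTiter-Glo is then added and luminescence read after 10 min.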
# IL-1B inflam inh: inflammasome signaling inhibition, IL-1 beta readout; THP-1 LPS/ATP IL-1B secretion, AlphaLISA, 16 h; active compounds read low; AID 743279; hit rate 4.7% among 360,000; activity change, % at 57.5 µM; in the data active = activity change below about -50%; inconclusive = mostly about -30% to -49%; also: % is scaled to controls: 0 for no effect and ±100 for the full control effect
#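 THP-1 cells pretreated 1 hr with compounds (up to 57.5 uM final), then stimulated with LPS (250 ng/mL final) plus ATP (1.25 mM final); secreted IL-1B measured by AlphaLISA after 16 hr, decreased signal indicating inhibition.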
# SW480 rereplic: induces DNA re-replication in SW480 colon adenocarcinoma cells; SW480 DNA re-replication, Hoechst DNA content imaging, 48 h; Potency, µM (titrated, usually from 46.1 µM), for inactives: at the top dose re-replication activation, hits mostly activators; hit rate 1.8% among 340,000; AID 624297; also: potency is read from the fitted curve at half-maximal effect; % of control where 0% means no effect; nearly all actives have a fitted effect of over 55% in size
#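 DNA re-replication was detected as more nuclei of elevated Hoechst intensity after 48 hr exposure to compound (23 nL pinned per well of 250 cells).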
# MCF10A rereplic: DNA re-replication induction in MCF 10a cells; Potency, µM (top dose mostly 46.1 µM), inactives show at the highest dose activity, positive = re-replication, actives largely listed as activators; hit rate 2.9% among 350,000; MCF 10A DNA re-replication, Hoechst nuclear intensity, 48 h; also: potency is read from the fitted curve at half-maximal effect; % of control where 0% means no effect; nearly all actives have a fitted effect of over 50% in size
# HT1080 IDH1KD tx: HT-1080 IDH1 knockdown cell toxicity (counter line) | HT-1080 IDH1 knockdown viability, ATP luminescence, 48 h | Potency, µM (top dose mostly 46.1 µM), inactives show at the highest dose activity, negative = toxicity, most hits filed as cytotoxic | hit rate 2% among 360,000 | AID 686971;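 also: potency is read from the fitted curve at half-maximal effect; 0% = DMSO wells and -100% = cell-free medium wells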
#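 IDH1KD HT-1080 cells, 750/well, RPMI + 5% FBS; compound pinned after 2 h settling; 48 h, 37 °C; CellTiter-Glo luminescence; % activity normalised to DMSO and no-cell wells; curves fitted, classed by r2 and efficacy.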
# D3 ag: D3 dopamine receptor (human) agonism; P35462; D3R DiscoveRx beta-arrestin cells, luminescence, 90 min; max activation, %; hit rate 0.58% among 410,000; in the data active = max activation above about 30%; also: 0% is about no effect; mostly tested at two doses, the higher about 12 µM
# Target sequence (P35462 whole entry, looked up): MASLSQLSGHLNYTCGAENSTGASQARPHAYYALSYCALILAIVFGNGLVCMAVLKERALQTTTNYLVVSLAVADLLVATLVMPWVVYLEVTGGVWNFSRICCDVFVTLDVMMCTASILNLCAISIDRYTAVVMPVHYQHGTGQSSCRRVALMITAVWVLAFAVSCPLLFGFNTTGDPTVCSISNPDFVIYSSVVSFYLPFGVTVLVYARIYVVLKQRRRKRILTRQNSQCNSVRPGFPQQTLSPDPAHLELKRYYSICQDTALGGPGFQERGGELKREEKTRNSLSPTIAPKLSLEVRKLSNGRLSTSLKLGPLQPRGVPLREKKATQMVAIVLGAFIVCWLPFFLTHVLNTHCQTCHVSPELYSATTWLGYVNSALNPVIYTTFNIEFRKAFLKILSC
#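 Agonist-mode cell screen: cells plated at 1500/well and incubated overnight at 37 °C, then exposed to library compounds for 90 min at 37 °C. Detection reagent was added for 30–60 min at room temperature, and luminescence was read.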
# An asterisk follows results filed as active; i = inactive; ? = inconclusive; . = not tested or not shown; & = joins results of further samples; [ ] = remark or other dose. Unless noted, calls follow the shape of the dose curve; as a rule, active = well fitted curve in the direction sought with a large enough effect; inconclusive = small, poorly fitted or top-dose-only effect, or another doubt; inactive = no such curve, though single readings can be large; an effect the other way counts as inactive or inconclusive. Outcome played no part in choosing rows. About 11% of those tested had a hit in this group.
item | Structure | HEK293 tox | HT1080-NT tox | KB-3-1 cytotox | KB-V1 cytotox | IL-1B inflam inh
1 | COc1cc(OC)c(C2N(c3ccccn3)C(=O)C3CCCN32)cc1OC (configuration not stated) | -8% | 17% | 2% | 2% | -16
2 | Cc1ccccc1C(=O)Nc1ccc(S(=O)(=O)Nc2onc(C)c2C)cc1 | -20% | 9% | 10% | ? | 13
3 | COC(=O)c1ccc(OCCOc2ccc(C(=O)OC)cc2)cc1 | 11% | 1% | 9% | 1% | 15
4 | CC(C)(C)n1nnnc1C(c1ccccc1)N1CCN(c2ncccc2C(F)(F)F)CC1 (configuration not stated) | -3%&5% | -2%&-1% | -11%&-14% | ? | -19&-2
5 | COc1ccccc1Cn1c(=S)[nH]c2cc(C(=O)N3CCCC(C)C3)ccc2c1=O (configuration not stated) | -16% | -28% | 21µM* | -26% | -26
6 | O=C(Cc1ccc(Cl)c(Cl)c1)Nc1cccnc1 | 5% | -2% | -7% | ? | -6
7 | CCc1noc(C)c1C(=O)Nc1nnc(CC(C)C)s1 | 5% | 12% | 3% | -2% | 30
8 | O=C(CCl)N(c1ccc(Cl)cc1)c1c[nH]c2ccccc12 | ? | 7.3µM* | ? | 18µM* | -109*

item | SW480 rereplic | MCF10A rereplic | HT1080 IDH1KD tx | D3 ag
1 | -1% | -2% | 16% | -3
2 | -5% | -3% | -10% | 15
3 | -9% | -6% | -20% | -6
4 | . | . | -11%&-3% | 2&3
5 | . | . | ? | -7
6 | -9% | -11% | -11% | 0
7 | -229%[inhibitor] | 0% | 7% | 4
8 | 21µM* | 2.6µM* | 4.6µM* | -5

# Record cards (already shown). Values in the order: HEK293 tox	HT1080-NT tox	KB-3-1 cytotox	KB-V1 cytotox	IL-1B inflam inh	SW480 rereplic	MCF10A rereplic	HT1080 IDH1KD tx	D3 ag
# COc1cc(OC)c(C2N(c3ccccn3)C(=O)C3CCCN32)cc1OC (configuration not stated) reads -8%	17%	2%	2%	-16	-1%	-2%	16%	-3
# CCc1noc(C)c1C(=O)Nc1nnc(CC(C)C)s1 reads 5%	12%	3%	-2%	30	-229%[inhibitor]	0%	7%	4
# O=C(Cc1ccc(Cl)c(Cl)c1)Nc1cccnc1 reads 5%	-2%	-7%	?	-6	-9%	-11%	-11%	0
# COc1ccccc1Cn1c(=S)[nH]c2cc(C(=O)N3CCCC(C)C3)ccc2c1=O (configuration not stated) reads -16%	-28%	21µM*	-26%	-26	.	.	?	-7
# O=C(CCl)N(c1ccc(Cl)cc1)c1c[nH]c2ccccc12 reads ?	7.3µM*	?	18µM*	-109*	21µM*	2.6µM*	4.6µM*	-5

# Continued:
item | Structure | HEK293 tox | HT1080-NT tox | KB-3-1 cytotox | KB-V1 cytotox | IL-1B inflam inh
9 | CCN(CC)C(=O)c1cn(C)c(=O)c2cc(OC)c(OC)cc12 | 1% | 3% | 9% | -4% | 26
10 | CS(=O)(=O)N1CCC(n2c(C(F)(F)F)nc3cccnc32)CC1 | -9% | . | -1% | 0% | .
11 | CCN(CC)S(=O)(=O)c1ccc(N2CCOCC2)c(NC(=O)C2CC2)c1 | -7% | 10% | 11% | 1% | 3
12 | CC(=O)Nc1ccc(S(=O)(=O)NC2=NCN(C(C)C)CN2)cc1 | 4% | . | -4% | 20% | .
13 | O=C1N/C(=N\N=C\c2ccccn2)SC1Cc1cccc(SC(F)F)c1 (configuration not stated) | ? | -6% | ? | 3.7µM* | 6
14 | COc1ccccc1N1CCN(C(=O)c2ccccc2SCC(=O)NCc2ccco2)CC1 | -5% | 1% | -4% | ? | -1
15 | N#Cc1c(-c2ccco2)nc(SCC(=O)Nc2cccc(Cl)c2)[nH]c1=O | -17% | -1% | -8% | 14% | -13
16 | COc1ccc(C2CC(c3ccccc3)=NN2C(=O)COC(=O)c2cccc(S(=O)(=O)N(C)C)c2)cc1 (configuration not stated) | 0% | -11% | 1% | 3.7µM* | -7

item | SW480 rereplic | MCF10A rereplic | HT1080 IDH1KD tx | D3 ag
9 | 1% | 0% | -5% | -4
10 | . | . | . | 6
11 | -40% | -19% | 3% | -2
12 | . | . | . | -10
13 | ? | ? | ? | -2
14 | 0% | 11% | 3% | -1
15 | -10% | -44%[inhibitor] | -13% | -14
16 | -1% | -1% | -4% | -7

# (continued)
item | Structure | HEK293 tox | HT1080-NT tox | KB-3-1 cytotox | KB-V1 cytotox | IL-1B inflam inh
17 | OCCN1CCN(c2nc(NCc3ccco3)c3ccccc3n2)CC1 | 3% | -8% | -22% | -12% | -16
18 | COc1ccc(C(=O)NNc2ccccc2)cc1OC | -4% | ? | -10% | -20% | 21
19 | CC(C)C(=O)C1=Cc2cc([N+](=O)[O-])ccc2OC1N1CCOCC1 (configuration not stated) | 6% | -22% | 17% | 16% | -16
20 | COC(=O)c1oc2ccc(Br)cc2c1NC(C)=O | -16% | -2% | -4% | 16% | 41
21 | CCCCOC(=O)c1ccc(NC(=O)COC(=O)C2CC2C)cc1 (configuration not stated) | 0% | 2% | 2% | 7% | 17
22 | Cc1ccc(S(=O)(=O)Oc2ccc(/C=C(/NC(=O)c3ccccc3)C(=O)Nc3ccccc3)cc2)cc1 | 1% | 1% | -3% | -7% | -17
23 | COC(=O)Nc1ccc(Cc2ccncc2)cc1 | 15% | 4% | 9% | -1% | -6
24 | NS(=O)(=O)c1ccc(NC(=O)c2ccc(S(=O)(=O)N3CCCCC3)cc2)cc1 | 15% | 2% | 2% | 19% | 19

item | SW480 rereplic | MCF10A rereplic | HT1080 IDH1KD tx | D3 ag
17 | ? | ? | -7% | -20
18 | -4% | ? | -6% | -6
19 | -5% | ? | -19% | -6
20 | -15% | -14% | 4% | 5
21 | . | . | -1% | 1
22 | -6% | 11% | 4% | -1
23 | -2% | 5% | 10% | -12
24 | 0% | 2% | 2% | -1

# Screen by screen, as entered above.
# Nos. 17 to 24 in KB-V1 cytotox: -12%, -20%, 16%, 16%, 7%, -7%, -1%, 19%
# Nos. 17 to 24 in HT1080 IDH1KD tx: -7%, -6%, -19%, 4%, -1%, 4%, 10%, 2%

# (further entries)
item | Structure | HEK293 tox | HT1080-NT tox | KB-3-1 cytotox | KB-V1 cytotox | IL-1B inflam inh
25 | CN1CC(=O)N(CC(=O)Nc2ccc(N(C)C)cc2)c2ccccc2C1=O | -5% | 18% | 5% | 25% | 6
26 | COc1cc(C2C3=C(Nc4nc(N)[nH]c(=O)c42)c2ccccc2C3=O)ccc1O (configuration not stated) | -12% | 16% | -4% | 23% | 7
27 | COc1cccc(NS(=O)(=O)c2c(C)nc3sccn3c2=O)c1 | 12% | -9% | 2% | -1% | 16
28 | O=C(O)CC1S/C(=N/N=C/C2CC=CCC2)NC1=O (configuration not stated) | -2% | -3% | ? | -6% | -16
29 | C=C1CSc2nc3ccccc3c(=O)n21 | -8% | 12% | 8% | 0% | -1
30 | COc1ccc(C(=O)Nc2cccc(OCc3cc(=O)n4c5c(sc4n3)CCCC5)c2)cc1OC | 11% | . | 10% | -2% | .
31 | CCN1CCN(c2ncnc3scc(-c4ccc(OC)cc4)c23)CC1 | -4% | -1% | ? | -12% | -28
32 | CN(C)c1nc(N)nc(CSc2nnnn2-c2ccc(F)cc2)n1 | -2% | 0% | -14% | -15% | 32

item | SW480 rereplic | MCF10A rereplic | HT1080 IDH1KD tx | D3 ag
25 | -3% | -5% | 11% | -1
26 | -3% | -2% | 7% | 4
27 | -6% | 1% | -4% | 2
28 | 3% | -25% | 17% | -20
29 | -6% | 0% | 27% | 7
30 | . | . | . | 3
31 | -8% | 12% | -18% | -12
32 | -18% | ? | ? | 0

# Additional entries follow:
item | Structure | HEK293 tox | HT1080-NT tox | KB-3-1 cytotox | KB-V1 cytotox | IL-1B inflam inh
33 | CCn1c(Cc2c(C)[nH]c3ccccc23)n[nH]c1=S | -10% | 1% | 3% | 9% | 12
34 | CN(C)CCCn1c(=S)[nH]c2sc3c(c2c1=O)CCCC3 | 15% | -24% | 0% | -3% | ?
35 | Cc1cc(C(=O)CSc2nnc(-c3ccccc3F)o2)c(C)n1Cc1cccs1 | 0% | 7% | -10% | ? | 43
36 | Cc1cc(F)ccc1-c1cc(C(=O)NCc2cccs2)[nH]n1 | 2% | 4% | 0% | 1% | -29
37 | O=C(NCc1cccc(Cl)c1)c1cccc(OC2CCN(C(=O)C3CC3)CC2)c1 | 10% | ? | 23µM* | ? | i
38 | Nc1nc(CN2CCN(C(c3ccccc3)c3ccccc3)CC2)nc(Nc2ccccc2)n1 | -51% | ? | -2% | -1% | -22
39 | CC(C)N1CCC1(C)C(=O)Nc1ccccc1OC(F)F (configuration not stated) | -1% | ? | ? | -31% | 35
40 | CCOc1ccccc1NC(=O)c1cc(Cl)ccc1NC(=O)c1ccco1 | 3% | 3% | 1% | -20% | -13
41 | Cc1cc(C(=O)OCC(=O)c2ccccc2)c2ccccc2n1 | -1% | 12% | 19% | 6% | 17
42 | CC(=O)NC1CC2CCCC(C1)N2C(=O)Nc1ccc(Cl)c(C(F)(F)F)c1 (configuration not stated) | 10% | -2% | -4% | 3% | 0
43 | COc1ccccc1N1CCN(Cc2ccc(OC)c3ccccc23)CC1 | -4% | -5% | 6% | 16µM* | 27

item | SW480 rereplic | MCF10A rereplic | HT1080 IDH1KD tx | D3 ag
33 | 0% | 7% | -21% | 1
34 | 6% | 11% | -10% | -6
35 | -4% | ? | -6% | 3
36 | . | . | -1% | -22
37 | -6% | ? | -12% | 0
38 | 2% | ? | ? | -26
39 | . | . | ? | 2
40 | 1% | ? | 0% | 4
41 | -9% | 0% | 0% | -14
42 | -2% | -1% | -8% | 0
43 | -1% | 3% | ? | -60

# Bioassay records (PubChem BioAssay)
